RXFP1 antagonist = qHTS Assay for Antagonists of the Relaxin Receptor RXFP1; 350,000 compounds, 0.59% hits; AID 1259400, 2018; HEK293-RXFP1, relaxin-stimulated cAMP HTRF, 30 min; hits give low values; activity change, negative = inhibition, % at 57.5 µM; Relaxin receptor 1 (Homo sapiens), Q9HBX9;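 active = activity change of -60% or lower, but not beyond a set lower limit; inconclusive = change between -60% and -40%, or beyond the set limit; inactive = change above -40%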; note: % is set by controls: 0 for no effect and ±100 for the full control effect
D2 antag = HTS Assay for Allosteric Antagonists of the Human D2 Dopamine Receptor: Primary Screen for Antagonists | D(2) dopamine receptor (Homo sapiens), P14416 | 340,000 compounds, 2% hits | inhibition, % at 10 µM | AID 485344, 2010 | HEK293 TREx D2 cells, calcium flux, dopamine EC80; in the data active = inhibition above about 30%; note: 0% is about no effect
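Cells plated overnight at 30 C with tetracycline; no-wash calcium dye, 30–90 min RT; 10 s baseline; compound pinned; 180 s read; EC80 dopamine added; another 180 s read.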
D1 antagonist = Antagonist of Human D 1 Dopamine Receptor: qHTS; HEK293 TREx D1 cells, calcium flux, dopamine EC80; hits give low values; activity change, negative = inhibition, % at 10 µM; 360,000 compounds, 3.2% hits; AID 504652, 2011; in the data active = activity change below about -30%; note: % is set by controls: 0 for no effect and ±100 for the full control effect
Target sequence (P21728 whole entry, looked up): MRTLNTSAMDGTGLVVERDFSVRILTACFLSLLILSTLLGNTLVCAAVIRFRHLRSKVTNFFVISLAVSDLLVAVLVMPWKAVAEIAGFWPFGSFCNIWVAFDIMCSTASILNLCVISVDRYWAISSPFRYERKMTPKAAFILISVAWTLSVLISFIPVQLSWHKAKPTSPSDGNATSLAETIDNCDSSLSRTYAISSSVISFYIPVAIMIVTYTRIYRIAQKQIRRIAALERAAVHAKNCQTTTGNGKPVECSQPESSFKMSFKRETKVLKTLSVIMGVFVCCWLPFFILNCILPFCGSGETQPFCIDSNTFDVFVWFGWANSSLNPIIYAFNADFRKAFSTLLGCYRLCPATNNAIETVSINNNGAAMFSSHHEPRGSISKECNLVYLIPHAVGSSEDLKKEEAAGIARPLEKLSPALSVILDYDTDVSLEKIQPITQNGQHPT
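Tetracycline-induced HEK293 Trex D1 cells, force-coupled to calcium, dye-loaded; compounds added and read 180 s, then EC80 dopamine added and calcium flux tracked kinetically another 180 s.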
D1 potentiator = Potentiators of Human D1 Dopamine Receptor: qHTS; D(1A) dopamine receptor (Homo sapiens), P21728; HEK293 TREx D1 cells, calcium flux, dopamine EC20 potentiation; potentiation, % at 10 µM; 360,000 compounds, 0.036% hits; in the data active = potentiation above about 30%; note: 0% is about no effect
D2 PAM = HTS Assay for Positive Allosteric Modulators of the Human D2 Dopamine Receptor: Primary Screen for Potentiators | D(2) dopamine receptor (Homo sapiens), P14416 | HEK293 T-REx D2, calcium flux, EC20 dopamine potentiation | potentiation, % at 10 µM | 340,000 compounds, 0.34% hits;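 active = potentiation over 3 SD above the plate norm, cut at about 30% in these data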; note: 0% is about no effect
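Calcium flux readout, no-wash dye, 1 read/s. Inducible HEK293 Trex D2 line, overnight 30 C. Compound alone 180 s (agonist flags), then EC20 dopamine, another 180 s to score potentiation.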
TRHR agonist = qHTS for Small Molecule Agonists and Allosteric Enhancers of Human TRH Receptor: Primary Screen for Agonists | AID 493084, 2011 | activation, % at 2 µM | 360,000 compounds, 0.18% hits | TRHR cells, calcium flux fluo-8, FDSS agonist mode; note: 0% is about no effect
Target sequence (P34981 whole entry, looked up): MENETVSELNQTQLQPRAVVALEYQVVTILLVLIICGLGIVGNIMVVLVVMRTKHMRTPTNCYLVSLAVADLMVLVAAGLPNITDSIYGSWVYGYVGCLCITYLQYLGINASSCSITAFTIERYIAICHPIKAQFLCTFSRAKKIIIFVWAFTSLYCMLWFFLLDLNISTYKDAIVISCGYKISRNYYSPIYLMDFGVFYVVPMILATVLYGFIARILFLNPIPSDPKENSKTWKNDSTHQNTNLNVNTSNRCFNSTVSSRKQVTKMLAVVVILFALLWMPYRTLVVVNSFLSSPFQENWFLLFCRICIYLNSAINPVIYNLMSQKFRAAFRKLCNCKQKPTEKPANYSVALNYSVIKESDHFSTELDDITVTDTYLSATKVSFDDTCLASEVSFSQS
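Steps: seed TRHR cells overnight; add fluo-8 no-wash Ca dye, RT 30 min–1.5 h; record 10 s baseline; pin-transfer compounds; monitor fluorescence 1 cycle/s for the agonist window. Calcium increases flag candidate agonists.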
D2 ag = HTS Assay for Allosteric Agonists of the Human D2 Dopamine Receptor: Primary Screen for Agonists | 340,000 compounds, 0.53% hits | activation, % at 2 µM | HEK293 T-REx D2 cells, calcium flux agonist mode | D(2) dopamine receptor (Homo sapiens), P14416;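 active = activation over 3 SD above normal in the single-dose calcium agonist read, cut at about 30% in these data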; note: 0% is about no effect
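Agonism scored from kinetic calcium signal (1 read/sec, 180 s) following compound pin transfer, after a 10 s baseline. Cells: HEK293 Trex line expressing inducible D2 receptor coupled to calcium, dye-loaded after overnight culture at 30 C.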
TRHR enhancer = qHTS for Small Molecule Agonists and Allosteric Enhancers of Human TRH Receptor: Primary Screen for Enhancers; Thyrotropin-releasing hormone receptor (Homo sapiens), P34981; TRHR cells, fluo-8 calcium fluorescence, EC20 TRH enhancement; enhancement, % at 2 µM; 360,000 compounds, 0.66% hits; in the data active = enhancement above about 30%; note: 0% is about no effect
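TRHR-expressing cells loaded with fluo-8 calcium dye were read kinetically (ex 480/em 530) during compound addition, then stimulated with an EC20 of TRH (10 nM final). Enhancement of the Gq-mediated intracellular calcium response was scored.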
D1 agonist = Allosteric Agonists of the Human D1 Dopamine Receptor: qHTS; 360,000 compounds, 1% hits; activation, % at 2 µM; HEK293 T-REx D1 cells, calcium flux, agonist mode; note: 0% is about no effect
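Agonism was scored from calcium flux recorded over 180 s (1 read/s) after pintool compound addition, following a 10-cycle baseline. Cells were inducible force-coupled HEK293 TREx D1, plated overnight at 30 C and loaded with no-wash calcium dye.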
Active calls of the source: *; ? = inconclusive; / = not tested or not shown. Cut-off read from the data, not from the text of the source, unless noted: active = activation above about 30%; inactive = the rest.

The opening 9 records, to show the layout:
SMILES	RXFP1 antagonist	D2 antag	D1 antagonist	D1 potentiator	D2 PAM	TRHR agonist	D2 ag	TRHR enhancer	D1 agonist
COc1ccccc1Nc1nnc(SCC(=O)c2cc(C)n(CC3CCCO3)c2C)s1 (configuration not stated)	-19	-6	-9	-6	-6	-1.3	0.0	-3	1
Clc1ccc2nc(-c3ccc(Br)s3)cn2c1	5	6	-2	-2	-7	-1.7	-0.6	22	2
Oc1c(Br)cc(Br)cc1/C=N/c1nccs1	-15	-22	-11	-9	-8	1.4	0.7	7	3
CCC1=Nc2cc(C(=O)NCc3ccccc3OC)ccc2Sc2ccc(Cl)cc21	-11	/	-9	-4	-6	0.1	0.1	-4	2
Cc1cc(C(=O)N/N=C2\CCCC(=O)C2)c2ccccc2n1	/	1	0	-3	-7	0.7	0.9	-1	2
Clc1ccccc1Cn1nnc2c(N3CCCC3)ncnc21	-3	7	-3	-1	5	-0.2	-0.3	1	0
O=C(Cn1cnc([N+](=O)[O-])c1)Nc1cc(Oc2ccc(Cl)cc2Cl)cc([N+](=O)[O-])c1	-20	22	3	4	13	0.8	0.5	1	4
O=c1c2ccccc2ncn1CCOCCOc1cccc(Br)c1	3	14	7	3	-3	-0.2	-0.2	-5	0
COc1cccc(-c2nnc(SC(C(=O)c3c[nH]c4ccccc34)c3ccccc3)n2C)c1 (configuration not stated)	-77*	3	13	3	1	-0.1	-0.3	8	1

Main list, from the first entry:
SMILES	RXFP1 antagonist	D2 antag	D1 antagonist	D1 potentiator	D2 PAM	TRHR agonist	D2 ag	TRHR enhancer	D1 agonist
COc1ccccc1Nc1nnc(SCC(=O)c2cc(C)n(CC3CCCO3)c2C)s1 (configuration not stated)	-19	-6	-9	-6	-6	-1.3	0.0	-3	1
Clc1ccc2nc(-c3ccc(Br)s3)cn2c1	5	6	-2	-2	-7	-1.7	-0.6	22	2
Oc1c(Br)cc(Br)cc1/C=N/c1nccs1	-15	-22	-11	-9	-8	1.4	0.7	7	3
CCC1=Nc2cc(C(=O)NCc3ccccc3OC)ccc2Sc2ccc(Cl)cc21	-11	/	-9	-4	-6	0.1	0.1	-4	2
Cc1cc(C(=O)N/N=C2\CCCC(=O)C2)c2ccccc2n1	/	1	0	-3	-7	0.7	0.9	-1	2
Clc1ccccc1Cn1nnc2c(N3CCCC3)ncnc21	-3	7	-3	-1	5	-0.2	-0.3	1	0
O=C(Cn1cnc([N+](=O)[O-])c1)Nc1cc(Oc2ccc(Cl)cc2Cl)cc([N+](=O)[O-])c1	-20	22	3	4	13	0.8	0.5	1	4
O=c1c2ccccc2ncn1CCOCCOc1cccc(Br)c1	3	14	7	3	-3	-0.2	-0.2	-5	0
COc1cccc(-c2nnc(SC(C(=O)c3c[nH]c4ccccc34)c3ccccc3)n2C)c1 (configuration not stated)	-77*	3	13	3	1	-0.1	-0.3	8	1
CCOCCCn1c(=N)c(C(=O)NCc2cccnc2)cc2c(=O)n3cc(C)ccc3nc21	/	/	-4	-1	-6	4.4	0.0	-6	34*
COc1ccc(CNC(=O)CSc2n[nH]c(N)n2)cc1	0	16	-2	2	24	-0.6	-0.3	11	5
CN(CC(=O)O)S(=O)(=O)c1ccc2[nH]c(=O)c(=O)[nH]c2c1	4	1	-2	3	0	-0.4	-0.6	-1	5
Cc1nn(C)c(Cl)c1C(N)=O	-21	/	4	-1	/	0.8	/	-1	2
CC1(C(=O)OCC(=O)Nc2cccc(S(=O)(=O)NC3=NCCCCC3)c2)CC1(Cl)Cl (configuration not stated)	12	-15	-6	-3	5	-0.1	0.9	-1	-3
COc1cc(S(=O)(=O)N2CCN(c3ccccc3)CC2)ccc1F	-19	-2	-3	6	-5	0.7	1.0	2	0
CC1(NC(=O)N2CCCCC2)CCS(=O)(=O)C1 (configuration not stated)	6	-9	5	-9	-8	0.1	0.7	15	0
COc1cc(OC)c(NC(=O)Cn2cnc3c(nc4n3CCCCC4)c2=O)cc1Cl	-7	/	4	1	-16	0.0	1.8	1	1
Cn1cc(/C=C(\NC(=O)c2ccccc2Cl)C(=O)NCCN2CCOCC2)c2ccccc21	10	-30	-14	1	6	0.9	0.3	5	2
Cc1ccc(C)c(OCCC(=O)OCC(=O)NC(=O)NC2CCCC2)c1	-11	-5	-36*	-5	-12	-0.1	0.7	-7	6
c1ccc(Cn2nnc3c(N4CCN(Cc5ccc6c(c5)OCO6)CC4)ncnc32)cc1	6	22	2	-4	-12	1.0	0.9	-10	2
CCOC(=O)c1c(C)oc2cc(Br)c(OC(=O)N3CCOCC3)cc12	-30	4	-8	6	5	-1.2	0.0	2	-1
COc1ccc(CNC(=O)c2ccc(CS(=O)(=O)Cc3ccccc3F)o2)cc1	6	4	2	-4	/	0.3	-0.7	-3	0
O=C(Nc1ccc2c(c1)OCO2)c1ccccn1	-3	4	-7	/	5	0.0	0.4	1	3
CCN(CC)C(=O)c1cc2c(=O)n3cccc(C)c3nc2n1C	16	-6	14	-4	5	0.4	-0.4	-9	-1
CCOC(=O)Cn1ccc(NC(=O)c2ccc(F)cc2)n1	-7	8	4	-3	1	0.9	0.4	5	3
CCC(C)N(C(=O)CSc1nnc(NC(C)C)s1)C1CCS(=O)(=O)C1 (configuration not stated)	7	-12	-9	-1	-3	0.6	0.3	4	4
Cc1nc2ccccc2c2nc(NC(=O)Cc3ccccc3)nn12	-21	-10	-28	9	5	-0.6	-1.4	12	0
CCn1c(=O)c([N+](=O)[O-])c(NCCc2ccc(OC)c(OC)c2)c2ccccc21	5	-5	6	-1	2	-0.3	-1.7	-3	1
Nc1cccc2c3c(oc12)CCCC3	-6	2	-5	-2	15	0.1	0.5	3	2
O=C(COc1ncnc2ccccc12)NCCc1ccc(F)cc1	-4	26	7	1	-2	0.9	0.6	-5	2
CCOc1cc(C)c(C(C)C)cc1S(=O)(=O)N1CCOCC1	-4	7	-27	2	0	-0.2	-1.1	-3	0
Cc1ccc(NC(=O)CCS(=O)(=O)c2ccccc2)cc1S(=O)(=O)N1CCCCCC1	-5	7	6	-6	9	0.2	0.1	0	1
O=C(COC(=O)c1ccco1)c1ccc(S(=O)(=O)N2CCCCC2)cc1	0	-1	-17	-4	-14	0.0	11	-1	5
O=C(C1=C[C@H](c2ccccc2)C[C@H](OCc2ccc(CO)cc2)O1)N1CCCCCCC1	/	1	-6	-4	6	-0.5	0.0	4	17
CNC(=O)C(=O)NCC1OCCN1S(=O)(=O)c1ccc2c(c1)OCCO2 (configuration not stated)	-13	6	6	1	2	0.6	0.6	-2	0
O=C(CCC1CCCN(C(=O)c2ccc3[nH]ccc3c2)C1)N1CCN(c2ccccn2)CC1 (configuration not stated)	-1	1	38	-1	-5	-0.9	-1.1	0	4
CN1CCN(C(=O)c2cccc(NS(=O)(=O)c3ccc(Br)cc3)c2)CC1	-5	11	-9	4	-2	0.0	-1.1	-2	1
CC(=O)NC(Cc1ccc(F)c(F)c1)C(=O)NC1CCN(C(=O)c2ccc(Cl)cc2)CC1 (configuration not stated)	0	4	2	6	-6	2.0	1.7	-6	4
O=C(Cc1ccsc1)NCC(=O)Nc1ccc(F)c(F)c1	9	13	-6	7	4	1.5	1.1	-3	4
COc1ccc(/C=C/C(=O)c2oc3ccc(F)cc3c2C)cc1	-1	-21	10	0	13	0.0	1.2	-3	5
COc1ccc(-c2cc(C(F)(F)F)n3nc(C(=O)Nc4cc(C)ccc4C)cc3n2)cc1	-6	/	-1	-1	21	0.8	-0.4	5	0
CC(C)NC(=S)N/N=C/c1ccc(C(C)(C)C)cc1	?	-9	8	-1	21	-0.7	-0.8	1	4
O=C(COc1ccc2ccc(=O)oc2c1)NC(Cc1ccc(Cl)cc1)C(=O)O (configuration not stated)	/	24	-10	-1	-7	-0.2	0.5	-2	1
O=C(N/C(=C\c1ccccc1)C(=O)N1CCOCC1)c1ccc(Br)o1	-70*	-21	5	-2	18	1.0	0.9	4	1
CC(NS(=O)(=O)c1ccc(OCC(=O)NCc2ccccn2)cc1)c1ccccc1 (configuration not stated)	0	-6	1	7	1	-0.4	1.3	-2	1
CC1(C)COC(c2cc([N+](=O)[O-])ccc2Cl)=N1	-3	5	-11	2	0	0.3	0.2	-4	1
CC(O)(C#CCN1CCCCC1)c1ccccc1 (configuration not stated)	-6	-5	-2	-5	-13	0.9	0.8	0	4
COc1cc2ncnc(NCc3ccc(C)cc3)c2cc1OC	-3	-8	-25	-2	9	-1.0	-2.2	-3	2
CCN(CC)C1CC(=O)N(c2ccc(Br)cc2)C1=O (configuration not stated)	3	13	-8	-2	3	0.1	0.6	9	4
COc1cccc(NC(=O)Cn2c(=O)n(-c3ccc(CC(=O)NCC4CCCO4)cc3)c(=O)c3ccccc32)c1 (configuration not stated)	/	/	-3	1	-2	0.1	-0.1	-3	2
Cc1ccccc1-c1nc(CN2CCC(C(=O)N3CCC(C(N)=O)CC3)CC2)c(C)o1	2	8	26	-4	-14	0.3	-0.1	2	-1
O=C(CN(Cc1ccccc1)S(=O)(=O)c1ccccc1)N/N=C/c1ccc([N+](=O)[O-])cc1	/	22	-7	13	2	-0.8	-1.6	0	5
O=c1[nH]c(N2CCOCC2)nc2c1CCCC2	0	-11	10	-8	3	0.5	0.9	-3	2
CC(C)(CO)CNC(=O)CCc1nnc(Cc2ccc(-c3ccccc3)cc2)o1	-28	12	5	12	3	0.1	-0.6	18	7
O=C(c1ccc2nc[nH]c2c1)N1CCN(S(=O)(=O)c2cccc(F)c2)CC1	2	-8	-11	-1	-2	0.3	0.4	1	2
Cc1ccc(OCC(O)CN2CCN(c3ccc(C)cc3)CC2)cc1 (configuration not stated)	-2	53*	-6	-10	-24	0.3	-0.3	-1	0
CC1CC(C)CN(S(=O)(=O)c2cccc3cccnc23)C1 (configuration not stated)	/	-7	-6	2	3	-0.9	-2.1	-6	0
COc1ccc(CNC(=O)c2cc3c(=O)n(Cc4ccc(OC)cc4)ccc3nc2C)cc1	6	/	9	-2	3	-0.2	0.8	7	-1
COc1ccc(NC(=O)Cn2c(SCc3cc(C)ccc3C)nc3ccncc32)c(OC)c1OC	/	/	-2	-3	-10	-0.5	0.1	-1	7

Compound activity deposited in PubChem by National Center for Advancing Translational Sciences (NCATS).
